Screening data: PubChem BioAssay, Sanford-Burnham Center for Chemical Genomics
HKDC1 inhibitor – HKDC1 (human) hexokinase inhibition | recombinant HKDC1, G6PDH/diaphorase resazurin coupled fluorescence | inhibition, % at 20 µM | 340,000 tested, 0.16% active | Q2TB90;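 active = inhibition above about 35% when tested at 20 µM, limit read from the data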;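 note: plate controls were DMSO wells with enzyme for no effect and DMSO wells lacking enzyme for full effect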
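Test system: recombinant HKDC1 (HK5) hexokinase enzyme, produced in-house; Amount: enzyme 5 µg/mL final; Buffer or medium: Tris pH 8.0 buffer with MgCl2, Tween-20, BSA, BME; Reagent: glucose and ATP substrates; Doses: 20 µM test compound, 1% DMSO; Incubation: 90 min reaction incubation at room temperature, dark; Detection: resorufin fluorescence at 613 nm.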
Apaf1 inhib – human Apaf-1 inhibition; reconstituted apoptosome caspase-3 activity, DEVD-Rh110 fluorescence; 330,000 tested, 0.71% active; AID 489030; inhibition, % at 20 µM; active = inhibition of at least 40% at 20 µM;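 note: plate controls were DMSO wells for no effect and DEVD-CHO caspase inhibitor wells for full effect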
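detection = Rh110 fluorescence intensity | test system = biochemical Apaf-1 apoptosome reconstitution | also added = cytochrome c and DEVD-Rh110 substrate | schedule = 30 min plus 50 min, RT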
SENP7 block – inhibitors of human SENP7 protease; 330,000 tested, 1.5% active; recombinant SENP7, Z-RLRGG-aminoluciferin luminescence, 40 min; Q9BQF6; AID 434973; inhibition, % at 5 µM;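 active = inhibition above about 50% at the single test dose, limit read from the data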;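 note: plate controls were DMSO with enzyme for no effect and no enzyme buffer wells for full effect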
Target sequence (Q9BQF6 706-1050 limits assumed): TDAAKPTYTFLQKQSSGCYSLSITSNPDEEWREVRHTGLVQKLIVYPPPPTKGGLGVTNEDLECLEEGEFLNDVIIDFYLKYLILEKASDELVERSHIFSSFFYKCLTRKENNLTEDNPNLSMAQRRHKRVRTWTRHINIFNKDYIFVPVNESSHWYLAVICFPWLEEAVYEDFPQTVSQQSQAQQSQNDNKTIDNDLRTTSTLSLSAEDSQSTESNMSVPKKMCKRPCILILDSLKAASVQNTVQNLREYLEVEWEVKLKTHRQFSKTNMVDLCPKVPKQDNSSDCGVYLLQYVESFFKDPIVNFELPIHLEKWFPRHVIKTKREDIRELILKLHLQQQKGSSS
SENP8 block – blocks the human protease SENP8 | Q96LD8 | purified SENP8, Z-RLRGG-aminoluciferin cleavage, luminescence | inhibition, % at 10 µM | 330,000 tested, 1.2% active | AID 2540
Target sequence (Q96LD8 whole entry, looked up): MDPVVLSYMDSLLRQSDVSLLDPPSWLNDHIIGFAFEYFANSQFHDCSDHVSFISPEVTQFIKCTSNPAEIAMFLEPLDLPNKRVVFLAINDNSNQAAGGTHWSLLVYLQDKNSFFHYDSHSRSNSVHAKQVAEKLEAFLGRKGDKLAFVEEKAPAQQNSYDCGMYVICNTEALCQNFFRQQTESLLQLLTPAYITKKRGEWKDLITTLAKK
UBC13 polyUb – blocks human UBC13 polyubiquitin chain formation; AID 485273; inhibition, % at 20 µM; 330,000 tested, 0.47% active; TR-FRET; P61088; in the data active = inhibition above about 45%, passing the limit was not always enough
Target sequence (P61088 whole entry, looked up): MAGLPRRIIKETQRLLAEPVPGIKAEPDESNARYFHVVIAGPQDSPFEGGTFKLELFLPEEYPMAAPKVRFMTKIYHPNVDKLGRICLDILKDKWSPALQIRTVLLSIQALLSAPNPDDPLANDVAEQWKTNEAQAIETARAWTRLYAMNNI
Gli-Sufu antag – blocks Gli-Sufu signaling in a luciferase reporter | Sufu-KO-LIGHT fibroblasts, Gli luciferase reporter luminescence | inhibition, % at 5 µM | 340,000 tested, 0.74% active;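 active = inhibition above about 55%, limit read from the data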;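 note: 0% = DMSO-treated cells and 100% = wells with medium but no cells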
697 NFkB inh – lowers PMA/ionomycin-induced NF-kB signal in 697 B cells | 697 B-cell NF-kB luciferase reporter, 16 h | inhibition, % at 4 µM | 330,000 tested, 0.33% active; in the data active = inhibition above about 35%
Jurkat NFkB inh – lowers PMA/ionomycin-induced NF-kB signal in Jurkat cells; inhibition, % at 4 µM; 330,000 tested, 0.53% active; PMA/ionomycin-induced NF-kB luciferase reporter, luminescence
An asterisk follows results filed as active. Cut-off read from the data, not from the text of the source, unless noted: active = inhibition above about 50%; inactive = the rest.

For COc1ccc(S(=O)(=O)N(CCN2CCOCC2)Cc2cc(OC)ccc2OC)cc1 the results were HKDC1 inhibitor 7, Apaf1 inhib -2, SENP7 block 2, SENP8 block -4, UBC13 polyUb 3, Gli-Sufu antag 4, 697 NFkB inh -1 and Jurkat NFkB inh 15.
`Cc1ccc(OCC(=O)Nc2ccc3oc(=O)ccc3c2)c(C)c1` gave HKDC1 inhibitor -1, Apaf1 inhib 6, SENP7 block 3, SENP8 block 1, UBC13 polyUb -1, Gli-Sufu antag -1, 697 NFkB inh 0 and Jurkat NFkB inh 21.
For O=C(COC(=O)c1cc(S(=O)(=O)N2CCOCC2)ccc1Cl)NC1CC1 the results were HKDC1 inhibitor -7, Apaf1 inhib 6, SENP7 block -9, SENP8 block -15, UBC13 polyUb 1, Gli-Sufu antag -10, 697 NFkB inh 6 and Jurkat NFkB inh 0.
Screening CCc1nnc(NC(=O)CSc2nc(N)c(NC(=O)c3ccc(OC)cc3)c(=O)[nH]2)s1 returned HKDC1 inhibitor 2, Apaf1 inhib -2, SENP7 block -3, SENP8 block -6, UBC13 polyUb 1, Gli-Sufu antag -12, 697 NFkB inh 12 and Jurkat NFkB inh -3.
For O=c1[nH]c2ccc(S(=O)(=O)N3CCC(Cc4ccccc4)CC3)cc2o1 the results were HKDC1 inhibitor -2, Apaf1 inhib 21, SENP7 block -9, SENP8 block -7, UBC13 polyUb -14, Gli-Sufu antag 2, 697 NFkB inh -42 and Jurkat NFkB inh -15.
Screening CC1CCc2ccc(F)cc2N1S(=O)(=O)c1cccs1 (configuration not stated) returned HKDC1 inhibitor -1, Apaf1 inhib -6, SENP7 block 4, SENP8 block 1, UBC13 polyUb 2, Gli-Sufu antag -16, 697 NFkB inh 10 and Jurkat NFkB inh 18.
`O=C(O)CCCCCNC(=O)CCn1nnc2ccccc2c1=O` gave HKDC1 inhibitor 2, Apaf1 inhib -7, SENP7 block -2, SENP8 block 2, UBC13 polyUb 7, Gli-Sufu antag 16, 697 NFkB inh 14 and Jurkat NFkB inh 6.
Screening COc1cccc(C(=O)N2CCCc3ccccc32)c1 returned HKDC1 inhibitor -2, Apaf1 inhib -2, SENP7 block -14, SENP8 block -3, UBC13 polyUb -4, Gli-Sufu antag 6, 697 NFkB inh 0 and Jurkat NFkB inh 12.
Screening CN(C)c1ccc(NC(=O)Nc2csc3ccccc23)cc1 returned HKDC1 inhibitor 3, Apaf1 inhib 15, SENP7 block 13, SENP8 block -9, UBC13 polyUb 0, Gli-Sufu antag -20, 697 NFkB inh -20 and Jurkat NFkB inh -11.
Screening COc1ccc(C2=C(C)C(N3CCN(C(=O)c4ccco4)CC3)=NS2(=O)=O)cc1 returned HKDC1 inhibitor -5, Apaf1 inhib -3, SENP7 block -3, SENP8 block -6, UBC13 polyUb 8, Gli-Sufu antag -14, 697 NFkB inh 0 and Jurkat NFkB inh 18.
Clc1ccccc1-c1ncc2ccccn12 was read as HKDC1 inhibitor -4, Apaf1 inhib -15, SENP7 block 0, SENP8 block -3, UBC13 polyUb 6, Gli-Sufu antag -1, 697 NFkB inh -7 and Jurkat NFkB inh -13.
CC1(C)CC(=O)C2(CC3=C(CC(C)(C)CC3=O)O2)C(=O)C1 was read as HKDC1 inhibitor -2, Apaf1 inhib -6, SENP7 block 3, SENP8 block 2, UBC13 polyUb -8, Gli-Sufu antag 4, 697 NFkB inh -2 and Jurkat NFkB inh 1.
`COc1ccccc1NC(=O)Cn1cnc2c(nnn2-c2ccc(C)cc2)c1=O` gave HKDC1 inhibitor -5, Apaf1 inhib -9, SENP7 block 0, SENP8 block -2, UBC13 polyUb 9, Gli-Sufu antag -4, 697 NFkB inh 4 and Jurkat NFkB inh 12.
For CC(O)[C@H]1CC[C@H]2[C@@H]3CC[C@H]4C[C@@H](O)CC[C@]4(C)[C@H]3C(=O)C[C@]12C (some centres not stated) the results were HKDC1 inhibitor -7, Apaf1 inhib 2, SENP7 block -3, SENP8 block 1, UBC13 polyUb -2, Gli-Sufu antag -1, 697 NFkB inh 11 and Jurkat NFkB inh 14.
Cc1cc[n+](CCc2ccccc2)cc1C was read as HKDC1 inhibitor 0, Apaf1 inhib 1, SENP7 block 1, SENP8 block 3, UBC13 polyUb 7, Gli-Sufu antag 5, 697 NFkB inh -2 and Jurkat NFkB inh -4.

Next part, overlapping the part above by 3 compounds.
`COc1ccccc1NC(=O)Cn1cnc2c(nnn2-c2ccc(C)cc2)c1=O` gave HKDC1 inhibitor -5, Apaf1 inhib -9, SENP7 block 0, SENP8 block -2, UBC13 polyUb 9, Gli-Sufu antag -4, 697 NFkB inh 4 and Jurkat NFkB inh 12.
For CC(O)[C@H]1CC[C@H]2[C@@H]3CC[C@H]4C[C@@H](O)CC[C@]4(C)[C@H]3C(=O)C[C@]12C (some centres not stated) the results were HKDC1 inhibitor -7, Apaf1 inhib 2, SENP7 block -3, SENP8 block 1, UBC13 polyUb -2, Gli-Sufu antag -1, 697 NFkB inh 11 and Jurkat NFkB inh 14.
Cc1cc[n+](CCc2ccccc2)cc1C was read as HKDC1 inhibitor 0, Apaf1 inhib 1, SENP7 block 1, SENP8 block 3, UBC13 polyUb 7, Gli-Sufu antag 5, 697 NFkB inh -2 and Jurkat NFkB inh -4.
Screening COc1ccccc1P(=O)(c1ccccc1)c1ccccc1 returned HKDC1 inhibitor -5, Apaf1 inhib 0, SENP7 block 11, SENP8 block -9, UBC13 polyUb -12, Gli-Sufu antag 32, 697 NFkB inh -14 and Jurkat NFkB inh 1.
Screening C[C@H](NC(=O)NC1CCCc2ccccc21)C(=O)O (some centres not stated) returned HKDC1 inhibitor -4, Apaf1 inhib 3, SENP7 block -14, SENP8 block -8, UBC13 polyUb -10, Gli-Sufu antag 1, 697 NFkB inh -13 and Jurkat NFkB inh 12.
O=C(Nc1ccc(F)cc1)C1CCCN(S(=O)(=O)c2cccc3nonc23)C1 (configuration not stated) was read as HKDC1 inhibitor 2, Apaf1 inhib 10, SENP7 block -6, SENP8 block -8, UBC13 polyUb 1, Gli-Sufu antag 9, 697 NFkB inh -1 and Jurkat NFkB inh -2.
`CC(Sc1nnc(-c2ccc(Cl)cc2Cl)n1Cc1ccccc1)C(=O)Nc1nccs1` (configuration not stated) gave HKDC1 inhibitor 4, Apaf1 inhib 39, SENP7 block -16, SENP8 block -8, UBC13 polyUb -13, Gli-Sufu antag 5, 697 NFkB inh -30 and Jurkat NFkB inh 0.
For CCCOc1cc(C)c(S(=O)(=O)n2nnc3ccccc32)cc1C the results were HKDC1 inhibitor -9, Apaf1 inhib -16, SENP7 block 2, SENP8 block 0, UBC13 polyUb 12, Gli-Sufu antag -1, 697 NFkB inh 5 and Jurkat NFkB inh 7.
`CCCCOc1ccc(Cl)cc1CSc1nnc(CC)n1N` gave HKDC1 inhibitor -7, Apaf1 inhib -5, SENP7 block 0, SENP8 block 0, UBC13 polyUb -12, Gli-Sufu antag 0, 697 NFkB inh -6 and Jurkat NFkB inh -2.
CN1CCN(c2nc(-c3cccs3)cc(C(F)(F)F)n2)CC1 was read as HKDC1 inhibitor 0, Apaf1 inhib 10, SENP7 block -1, SENP8 block -1, UBC13 polyUb 5, Gli-Sufu antag 4, 697 NFkB inh -5 and Jurkat NFkB inh 4.
O=S(=O)(NCCOc1ccccc1F)c1cccc(Br)c1 was read as HKDC1 inhibitor 1, Apaf1 inhib 7, SENP7 block -1, SENP8 block 3, UBC13 polyUb 14, Gli-Sufu antag 5, 697 NFkB inh 4 and Jurkat NFkB inh -3.
For COc1ccc(C(=O)NC(=S)NCc2ccc(-c3nc4ccccc4o3)cc2)cc1OC the results were HKDC1 inhibitor 11, Apaf1 inhib -23, SENP7 block 14, SENP8 block 1, UBC13 polyUb 2, Gli-Sufu antag 8, 697 NFkB inh -13 and Jurkat NFkB inh -26.
Screening O=C(COC(=O)c1c(F)cccc1F)Nc1ccccc1OC(F)F returned HKDC1 inhibitor -7, Apaf1 inhib 3, SENP7 block -2, SENP8 block 0, UBC13 polyUb 11, Gli-Sufu antag -2, 697 NFkB inh 7 and Jurkat NFkB inh 12.
For N=C1C=CC=C2C1=NC1(CCCCC1)N2O the results were HKDC1 inhibitor 1, Apaf1 inhib 6, SENP7 block 1, SENP8 block 10, UBC13 polyUb -74, Gli-Sufu antag -3, 697 NFkB inh 5 and Jurkat NFkB inh 5.
For CN1CCN(C(=O)CN2C(=O)CC(C)(C)S(=O)(=O)c3ccccc32)CC1 the results were HKDC1 inhibitor 16, Apaf1 inhib -8, SENP7 block -1, SENP8 block -6, UBC13 polyUb 5, Gli-Sufu antag 0, 697 NFkB inh 5 and Jurkat NFkB inh 6.
`O=C1c2cccc(OCC(=O)N3N=C(c4cccs4)CC3c3ccc(F)cc3)c2CCN1Cc1cccnc1` (configuration not stated) gave HKDC1 inhibitor 6, Apaf1 inhib 13, SENP7 block -6, SENP8 block -6, UBC13 polyUb 19, Gli-Sufu antag 20, 697 NFkB inh -3 and Jurkat NFkB inh -7.
CCOC(=O)c1ccc(CNCc2ccccc2)cc1 was read as HKDC1 inhibitor -8, Apaf1 inhib -12, SENP7 block 3, SENP8 block 0, UBC13 polyUb 14, Gli-Sufu antag -23, 697 NFkB inh -11 and Jurkat NFkB inh -20.
For Cc1cc(C)n(C(C)CC(=O)Nc2ccc3c(c2)OCCO3)n1 (configuration not stated) the results were HKDC1 inhibitor -5, Apaf1 inhib -2, SENP7 block -11, SENP8 block -11, UBC13 polyUb 1, Gli-Sufu antag 19, 697 NFkB inh -3 and Jurkat NFkB inh -10.
Cc1nc2ccc(Cl)cc2nc1C was read as HKDC1 inhibitor 4, Apaf1 inhib -28, SENP7 block 2, SENP8 block 9, UBC13 polyUb 4, Gli-Sufu antag 0, 697 NFkB inh 15 and Jurkat NFkB inh 6.
CC(C)[C@H](NC(=O)C1CCN(S(=O)(=O)c2ccccc2)CC1)C(=O)NCc1ccccn1 was read as HKDC1 inhibitor -5, Apaf1 inhib 0, SENP7 block 1, SENP8 block 0, UBC13 polyUb 3, Gli-Sufu antag -6, 697 NFkB inh 1 and Jurkat NFkB inh 3.
Screening Cc1ccc(NS(=O)(=O)c2cccc(C(=O)NCC3(N(C)C)CCCCC3)c2)cc1 returned HKDC1 inhibitor 11, Apaf1 inhib 5, SENP7 block 4, SENP8 block -1, UBC13 polyUb 12, Gli-Sufu antag 21, 697 NFkB inh 4 and Jurkat NFkB inh 15.
`CCCC(=O)N1CCN(c2ccc(NC(=O)c3ccc(OCC)c([N+](=O)[O-])c3)cc2)CC1` gave HKDC1 inhibitor -2, Apaf1 inhib -2, SENP7 block 4, SENP8 block 0, UBC13 polyUb -4, Gli-Sufu antag 19, 697 NFkB inh 22 and Jurkat NFkB inh 1.
For CC1CCC2C(C1)c1sc(=O)[nH]c1SC2(C)C (configuration not stated) the results were HKDC1 inhibitor 10, Apaf1 inhib 19, SENP7 block -5, SENP8 block -4, UBC13 polyUb 0, Gli-Sufu antag 12, 697 NFkB inh -11 and Jurkat NFkB inh 2.
For COc1ccc(C(=O)COC(=O)c2ccc(NC(=O)c3ccccc3)cc2)cc1 the results were HKDC1 inhibitor 7, Apaf1 inhib -9, SENP7 block 4, SENP8 block 0, UBC13 polyUb -9, Gli-Sufu antag 2, 697 NFkB inh 10 and Jurkat NFkB inh 2.
`O/N=C1\CCc2cc(Cl)ccc21` gave HKDC1 inhibitor -11, Apaf1 inhib -5, SENP7 block -8, SENP8 block -3, UBC13 polyUb 11, Gli-Sufu antag -15, 697 NFkB inh 6 and Jurkat NFkB inh 8.
Screening CCCn1nnnc1NCc1ccccc1OCc1ccc(F)cc1 returned HKDC1 inhibitor -6, Apaf1 inhib -8, SENP7 block 9, SENP8 block 5, UBC13 polyUb 3, Gli-Sufu antag 4, 697 NFkB inh -3 and Jurkat NFkB inh -6.
`CC(=O)c1sc(N/N=C/c2cccc(O)c2)nc1C` gave HKDC1 inhibitor 2, Apaf1 inhib -5, SENP7 block 1, SENP8 block 4, UBC13 polyUb 5, Gli-Sufu antag -47, 697 NFkB inh -45 and Jurkat NFkB inh -59.

Not a hit list. About 3.6% of those tested had a hit in this group.
